PMI inhibition: MPI inhibition at elevated mannose 6-phosphate – biochemical, fluorescence intensity, high mannose 6-phosphate, primary screen (AID 1220). recombinant PMI enzyme, coupled fluorescence intensity; higher % means a stronger effect. inhibition, % at 20 µM, or IC50 in µM where a hit was titrated. 190,000 compounds, 0.66% hits
Yfh1-off respiration: enhancers of respiration in Yfh1-depleted yeast, dose response, Friedreich's ataxia, plus single-dose screen (AID 1465); S. cerevisiae Yfh1-off respiration, WST-1 reduction, 72 h; higher fold induction means a stronger effect; fold induction at 50 µM, or EC50 in µM where a hit was titrated; 220,000 compounds, 0.074% hits;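 active = fold induction of absorbance versus untreated yeast above a set limit, then at least 30% activation at any dose in follow-up; inconclusive = repeats straddling the limit, or above it without dose testing; inactive = fold induction below the set limit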;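 also: activators that raise dye reduction in frataxin-depleted yeast; strong numbers were not always called active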
Insulin prom up: MIN6 insulin promoter up-regulation; MIN6 insulin promoter-GFP reporter, high-content imaging; stronger effect = higher value; z-score at 5 µM; 190,000 compounds, 0.3% hits;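 active = z-score above 3 at 5 µM with at least 500 cells counted in the well; inconclusive = wells under 500 cells, flagged as cytotoxic or low count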
WT yeast gro inh: growth inhibition of WT yeast, mitochondrial fusion screen; mitochondrial fusion phenotypic screen, WT strain; inhibition, % at 10 µM; 190,000 compounds, 2.1% hits; in the data active = inhibition above about 58%; tested in S. cerevisiae
MT stabilizer: microtubule stabilization, imaging screen. % tubulin-high responders, % at 10 µM. 200,000 compounds, 0.83% hits. HeLa tubulin immunostaining HCS, 24 h; share of cells brighter than vehicle mean+2SD;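 active = plate Z-score above 3 for both tubulin-high and condensed-nucleus cell shares, with cell loss under 80%, at 10 µM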;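 also: anti alpha tubulin signal scored within the nucleus-defined area of each cell; some results filed as inactive read as strong as hits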
Autophagy HCS: autophagy modulation, high-content screen. MEF GFP-LC3 puncta imaging; test concentration mostly 10 µM. AID 463193. 190,000 compounds, 0.98% hits. calls only at 10 µM (by protocol);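 active = percentage of spot-positive cells more than 3 SD above its plate mean, without a fluorescence outlier flag or 80% toxicity; inconclusive = no clear call, values can overlap the other calls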;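 also: spot-positive cell cutoff set from DMSO-treated cells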
PMI inhibitors: MPI enzyme activity inhibition – biochemical, fluorescence intensity, coupled assay, primary screen (AID 1209); purified PMI enzyme, coupled fluorescence intensity; higher % means a stronger effect; inhibition, % at 20 µM; hits with a dose series show IC50 in µM; 190,000 compounds, 0.42% hits;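 also: plate controls were DMSO vehicle for no effect and wells lacking substrate for full effect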
b-catenin transl: beta-catenin nuclear translocation modulation. HeLa beta-catenin nuclear translocation, immunofluorescence imaging. AID 1665. 190,000 compounds, 0.3% hits. nuclear translocation activity, % at 5 µM;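 active = nuclear translocation activity above 50% at 5 µM, with a well cell count of 50 or more; inconclusive = wells under 50 cells across six images, flagged as toxic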;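 also: per-cell ratio of nuclear to cytoplasmic median beta-catenin stain intensity; plate controls were DMSO negative control for no effect and GSK-3 inhibitor IX positive control for full effect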
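Test system: human HeLa cell line; Doses: 5 µM primary, 0.02–20 µM confirmation; Incubation: 24 h compound exposure, 37°C; Detection: beta-catenin immunofluorescence imaging with DAPI; Read-out: beta-catenin nuclear/cytoplasmic ratio, % activation.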
Dynein transport: dynein cargo transport inhibition | 3617.4 mouse cells, GR-EGFP nuclear translocation imaging; test concentration mostly 20 µM; stimulated with dexamethasone, 1 µM; stronger effect = lower value | z-score, hits read low | 220,000 compounds, 0.47% hits | AID 1381;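 active = plate z-score of nuclear minus cytoplasmic receptor signal below a set negative limit, without overly bright fluorescence or cell loss, cut at about -3.5 in these data, passing the limit was not always enough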;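 also: z-score of nuclear minus cytoplasmic ring GR-EGFP intensity difference per well; some compounds called inactive have numbers as strong as hits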
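Medium: Induction medium lacking tetracycline, stripped serum | Probe or stimulus: 1.0 µM final dexamethasone stimulus | Schedule: 48 h induction, then 1 h compound, then 30 min agonist, 37 °C | Signal: Automated 10x imaging of fixed Hoechst-stained cells | Evaluation: Per-cell GR-EGFP intensity, nucleus versus surrounding cytoplasmic ring, well-averaged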
WT yeast gro inh mutant strain: further read-out of WT yeast gro inh, marked with its call; inhibition, %; mitochondrial fusion phenotypic screen, mutant strain inhibition
Dynein transport cytoplasmic EGFP: also measured in Dynein transport; calls as there; z-score; measured here: cytoplasmic GR-EGFP intensity; stronger effect = higher value
Dynein transport nuclear GR-EGFP: second read-out of Dynein transport, no call of its own (marks repeat the call); z-score; measured here: nuclear GR-EGFP intensity;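 lower value marks the stronger effect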
Dynein transport cell count: recorded beside Dynein transport, whose call it bears; z-score; measured here: cell count per field
Insulin prom up cell count: recorded beside Insulin prom up, whose call it bears; cell count; measured here: cytotoxicity, nuclei count;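 total cells summed across four imaged fields per well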
b-catenin transl cell count 5 µM: further read-out of b-catenin transl, marked with its call; cell count; measured here: cell count, cytotoxicity flag
MT stabilizer Hoechst-high %: recorded beside MT stabilizer, whose call it bears; % Hoechst-high responders; measured here: nuclear condensation Hoechst responders;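 share of cells brighter than vehicle mean plus two SD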
MT stabilizer cytotoxicity %: recorded beside MT stabilizer, whose call it bears; toxicity, %; measured here: cytotoxicity by cell density;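 0% = mean cell density of plate MIN control wells and 100% = no cells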
Autophagy HCS cell loss 18 h: also measured in Autophagy HCS; calls as there; toxicity, %; measured here: cell loss, nuclei count;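 cell loss after 18 h compound exposure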
An asterisk follows results filed as active; i = inactive; ? = inconclusive; nt = not tested or not shown. Rule as the data show it, unless noted: active = inhibition above about 50%; inactive = the rest. An unsorted share of the library; any-hit rate near 5%.

SMILES | PMI inhibition | Yfh1-off respiration | Insulin prom up | Insulin prom up cell count | WT yeast gro inh | WT yeast gro inh mutant strain | MT stabilizer | MT stabilizer Hoechst-high % | MT stabilizer cytotoxicity % | Autophagy HCS | Autophagy HCS cell loss 18 h | PMI inhibitors | b-catenin transl | b-catenin transl cell count 5 µM | Dynein transport | Dynein transport cytoplasmic EGFP | Dynein transport nuclear GR-EGFP | Dynein transport cell count
C=CCn1c(CCNC(=O)C(C)(C)C)nc2ccccc21 | 5% | i | 0.28 | 1295 | 11 | 10 | 4.7 | 2.2 | 6.3 | i | -2 | 4% | -1.5 | 1103 | -0.22 | -0.18 | 0.33 | 0.17
COc1ccc(NC(=O)C(=O)NCc2ccncc2)c(OC)c1 | 3% | i | -5 | 648 | 9 | -4 | 2.3 | 0.9 | 9.1 | i | 22 | 3% | -1.3 | 1160 | -0.24 | -0.18 | 0.36 | 1.4
CN(C)c1nc(N)nc(-c2nc3ccccc3s2)n1 | 7% | i | nt | nt | -4 | 10 | 4.5 | 2.6 | 2.1 | i | 9 | 3% | -1.8 | 1014 | -0.26 | -0.27 | -0.28 | 1.4
CC(C)C(=O)Nc1ccc(NC(=O)c2cc3ccccc3o2)cc1 | 0% | i | 0.57 | 1433 | 1 | 17 | 5.8 | 2.6 | 4.3 | i | -8 | 1% | nt | nt | 0.39 | -0.15 | 0.22 | 0.98
CCn1nc(C)c(/C=N/NC(=O)Cn2nc(C)cc2C)c1C | -3% | i | -0.11 | 1202 | -13 | -10 | 3.6 | 2.5 | 5.6 | i | 3 | 0% | -1.6 | 1036 | -0.24 | -0.26 | -0.042 | 0.77
CCn1c(SCC(=O)Nc2cccnc2Cl)nnc1-c1ccccc1 | -4% | i | 0.27 | 1338 | 5 | 1 | 3.2 | 3.0 | 3.8 | i | 6 | -4% | nt | nt | 1.1 | -0.2 | 2.1 | -1.6
O=C(/C=C/c1ccccc1)N1CCCN(C(=O)/C=C/c2ccccc2)CC1 | 4% | i | -0.8 | 1454 | 24 | 4 | 2.0 | 1.2 | 3.2 | i | -1 | 6% | 1.1 | 1320 | -0.52 | -0.22 | -0.36 | 0.49
O=C(CN1CCOCC1)Nc1c(-c2ccccc2)c2cc(Br)ccc2[nH]c1=O | 9% | i | 0.69 | 1345 | -8 | -6 | 3.0 | 1.5 | 7.6 | i | 4 | 11% | -1.2 | 1114 | -0.5 | -0.18 | 0.26 | 1.2
CCc1ccccc1N(C)S(=O)(=O)c1ccc2[nH]cc(C(=O)N3CCc4ccccc43)c(=O)c2c1 | 0% | i | -0.26 | 1371 | -6 | -11 | 2.4 | 1.5 | 7.4 | i | -5 | -5% | -3.8 | 592 | 0.37 | -0.24 | 0.83 | -0.11
CC(C)CNC(C)C(=O)Nc1ccc(S(N)(=O)=O)cc1 (stereo unspecified) | 6% | i | -1.2 | 1604 | 2 | -4 | 4.8 | 1.7 | 11 | i | 2 | 8% | -3.9 | 1115 | 0.64 | -0.35 | 0.56 | -0.079
O=C(Nc1ccc2c3c(cccc13)CC2)c1ccc(Br)o1 | 4% | nt | -0.49 | 917 | 2 | 20 | 2.8 | 3.0 | 4.0 | i | 0 | 7% | nt | nt | -1.3 | -0.25 | -0.78 | 0.87
O=C(Nc1cccn2ncnc12)c1ccccc1 | -5% | i | -0.43 | 1670 | -12 | -1 | 1.2 | 1.0 | 4.8 | i | 6 | -8% | -1.2 | 1421 | 0.34 | 0.029 | 0.02 | -0.31
COc1ccc(NC(=O)COC(=O)c2ccc(S(=O)(=O)N(C)c3ccccc3OC)cc2)c(OC)c1 | 0% | i | 0.48 | 1135 | -9 | -8 | 18* | 36* | 53* | i | -14 | 1% | 0.1 | 1098 | -0.15 | -0.28 | 0.15 | -0.064
COc1cc(C(=O)NCC(=O)OCc2ccccc2Cl)cc(OC)c1OC | 11% | i | -1.2 | 1646 | -3 | -13 | 2.8 | 1.8 | 4.7 | i | -19 | 13% | 0.4 | 911 | -0.28 | -0.25 | -0.013 | 0.62
CCOC(=O)C1CCCN(C(=O)c2ccc(CS(=O)(=O)c3ccc(Br)cc3)o2)C1 (stereo unspecified) | 8% | i | 1.4 | 2031 | 6 | -6 | 3.2 | 2.4 | 7.0 | nt | nt | 14% | -1.6 | 1136 | -0.21 | 0.14 | 0.22 | 0.33
CCN(CC)C(=O)CSc1nc2ccccc2o1 | -5% | i | nt | nt | -7 | -1 | 3.1 | 2.4 | 4.3 | i | -1 | -5% | -1.6 | 1113 | 2.1 | -0.2 | 1 | -1.2
CC(C)CC(NC(=O)C(NC(=O)OC(C)(C)C)C(C)C)C(=O)NC(CCC(=O)OCc1ccccc1)C(N)=O (stereo unspecified) | -17% | i | 0.16 | 1115 | -6 | 1 | 3.9 | 3.0 | 6.4 | i | 25 | -22% | 0.1 | 1024 | -0.47 | -0.2 | -0.4 | 0.97
COc1ccc(OC)c2[nH]c(=O)c(CCNC(=O)c3ccc4c(c3)OCO4)cc12 | 5% | i | nt | nt | 9 | 8 | 2.7 | 1.6 | 1.0 | i | -4 | 0% | -1.1 | 1070 | -0.25 | -0.078 | -0.19 | 1.1
CC(C)CCOc1ccc(C(=O)N2CCCC2C(=O)O)cc1 (stereo unspecified) | -10% | i | nt | nt | -16 | -20 | 2.3 | 1.6 | 6.6 | i | 4 | -5% | -0.1 | 1052 | 0.36 | 0.59 | 0.42 | 0.0073
O=C1NN=COc2ccccc21 | 11% | i | nt | nt | 2 | 6 | 1.5 | 1.1 | 9.3 | i | -31 | 3% | 0.4 | 1449 | -0.39 | -0.015 | 0.037 | 0.54
O=C(OC(C(=O)NCc1ccco1)c1ccc(Cl)cc1)c1cccs1 (stereo unspecified) | nt | i | -0.94 | 1009 | nt | nt | nt | nt | nt | nt | nt | nt | 0.3 | 1331 | 0.19 | -0.25 | 0.91 | -0.71
CCc1nc(SCC(=O)N2CCOCC2)c2c(=O)n(C)c(=O)n(C)c2n1 | 12% | i | ? | nt | 0 | 5 | 2.6 | 4.1 | 9.3 | i | 10 | 9% | -0.9 | 1029 | 0.096 | -0.11 | 0.36 | -0.44
O=C(O)c1ccccc1OC(=O)C12CC3CC(CC(C3)C1)C2 | 2% | i | -0.58 | 1588 | 0 | 3 | 1.5 | 1.7 | 3.8 | i | -5 | 8% | 0.9 | 1477 | -0.91 | -0.31 | -0.38 | 0.36
Cc1cc(C)cc(NC(=O)CN2CCC(NC(=O)Cc3ccccc3)CC2)c1 | 2% | i | 0.27 | 1378 | -7 | 11 | 4.0 | 2.1 | 9.3 | i | -27 | 4% | 2.6 | 1417 | -0.18 | -0.22 | 0.18 | 2.1
O=C(CSc1ccc(-c2cccc([N+](=O)[O-])c2)nn1)N1CCCCC1 | -8% | i | -0.7 | 1217 | 7 | 4 | 1.4 | 1.4 | 5.4 | i | 21 | -9% | 0.1 | 1084 | -0.77 | -0.25 | -0.27 | 0.65
Further entries follow:
SMILES | PMI inhibition | Yfh1-off respiration | Insulin prom up | Insulin prom up cell count | WT yeast gro inh | WT yeast gro inh mutant strain | MT stabilizer | MT stabilizer Hoechst-high % | MT stabilizer cytotoxicity % | Autophagy HCS | Autophagy HCS cell loss 18 h | PMI inhibitors | b-catenin transl | b-catenin transl cell count 5 µM | Dynein transport | Dynein transport cytoplasmic EGFP | Dynein transport nuclear GR-EGFP | Dynein transport cell count
COc1ccc(C)cc1-n1nnnc1SCC1CCCCO1 (stereo unspecified) | 4% | i | 1.2 | 1237 | -13 | -12 | 1.1 | 1.0 | 6.4 | i | -2 | 2% | 0.7 | 1178 | 0.38 | -0.2 | -0.091 | 0.11
CCCCCSc1nc(N2CCOCC2)c2c(c1C#N)CC(C)(C)OC2 | 12% | i | -2.3 | 1252 | 16 | -10 | 3.9 | 1.5 | 14 | i | -3 | 11% | 3.1 | 1129 | -0.93 | -0.12 | -0.24 | -0.41
OC(COc1ccc2ccccc2c1)CN1CCCC1 (stereo unspecified) | -8% | i | -1.3 | 983 | 6 | 5 | 1.7 | 1.5 | 15 | i | 0 | -5% | -4.2 | 957 | -0.6 | -0.15 | 0.023 | 1.2
COc1ccc(OCCSc2nnc3sc4ccccc4n23)cc1 | -5% | i | 0.35 | 1241 | -12 | 0 | 1.6 | 2.0 | 9.9 | i | -1 | -19% | -0.6 | 1085 | -1.2 | 0.36 | -0.32 | 0.23
O=C(O)CCCN1C(=O)c2ccc(Oc3cccc([N+](=O)[O-])c3)cc2C1=O | 46% | i | 0.47 | 1641 | 11 | 2 | 1.8 | 1.1 | 5.0 | i | -28 | 4% | -3.7 | 1145 | -0.24 | -0.23 | -0.11 | 0.15
O=C(c1ccc(Cn2c(=O)[nH]c3ccccc3c2=O)cc1)N1CCN(c2ccccc2)CC1 | 14% | nt | 1.1 | 1160 | 11 | 4 | 5.3 | 1.0 | 4.5 | i | 1 | 13% | nt | nt | 0.51 | 0.048 | 0.96 | -1.7
COc1cc(NC(=O)COC(=O)CCc2cc(OC)c(OC)c(OC)c2)cc(OC)c1 | -2% | i | 0.06 | 1536 | 5 | 4 | 2.8 | 1.6 | 8.3 | i | 11 | -6% | -5.3 | 889 | -0.5 | -0.32 | -0.19 | 0.13
CCCCc1nc(NCC2CCCO2)c(C#N)c2c1COC(C)(C)C2 (stereo unspecified) | 0% | i | 0.51 | 1131 | 19 | -4 | 3.9 | 2.5 | 8.9 | i | -5 | -4% | -0.9 | 1255 | 0.52 | -0.17 | 0.19 | -0.27
